MEKK2wt PB1 HTS: raises or lowers MEK5 binding to wildtype human MEKK2 PB1 domain; Q9Y2U5; bead flow cytometry, Alexa488-MEK5 binding to MEKK2 WT; actives lie on both sides; binding response (% of control), % at 10 µM; 290,000 tested, 1.1% active; AID 1531; in the data active means binding response below about 67% or above about 130%
OXTR potentiate: human OXTR potentiation; P30559; CHO-OTR cells, Fluo-8 calcium fluorescence, potentiator mode; 0% = oxytocin EC15, 100% = EC100; activation, % at 3 µM; 320,000 tested, 0.061% active;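 active means activation above that plate's cutoff, the mean activation of tested compounds plus 3 SD, cut at about 6.6% in these data, passing the limit was not always enough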;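 further: 100% uses oxytocin at 75 nM as the full agonist control; some results filed as inactive read as strong as hits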
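Assay system: CHO cell line stably expressing human OTR | Also added: Oxytocin at about EC15, sub-maximal agonist stimulus | Times: Compound 6 min at room temperature before oxytocin, 100 s read | Measured by: Fluo-8 intracellular calcium fluorescence, ex 470-495, em 515-575 nm | Controls: EC15 oxytocin alone as 0%, 75 nM oxytocin as 100%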
GPR7 antag: antagonists of human GPR7 (neuropeptides B/W receptor 1); 290,000 tested, 1.1% active; P48145; GPR7-expressing cells, fluorescence antagonist assay; inhibition, % at 4.4 µM; in the data active means inhibition above about 16%, passing the limit was not always enough;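 further: cells stimulated with the agonist NPW; 0% = agonist with vehicle and 100% = vehicle without agonist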
Target sequence (P48145 whole entry, looked up): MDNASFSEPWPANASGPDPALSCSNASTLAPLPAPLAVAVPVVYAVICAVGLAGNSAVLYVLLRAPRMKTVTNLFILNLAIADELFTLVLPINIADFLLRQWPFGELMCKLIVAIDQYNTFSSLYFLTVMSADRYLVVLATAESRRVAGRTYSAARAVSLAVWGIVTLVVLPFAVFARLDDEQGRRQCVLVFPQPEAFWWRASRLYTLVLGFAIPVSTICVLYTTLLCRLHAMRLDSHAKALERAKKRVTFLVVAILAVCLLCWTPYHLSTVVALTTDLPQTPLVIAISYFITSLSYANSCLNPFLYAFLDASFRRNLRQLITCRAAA
V1aR counter: counter-screen for oxytocin receptor agonists: human V1a receptor agonists. P37288. CHO-V1R cells, Fluo-8 calcium fluorescence, agonist mode; 0% DMSO, 100% 3 nM vasopressin. activation, % at 3 µM. 320,000 tested, 0.25% active. AID 2797;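 active means activation above the mean activation of all tested compounds plus 3 SD, per screening run, cut at about 20% in these data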;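 further: signal is peak over basal fluorescence ratio across a 100 second FLIPR read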
Target sequence (P37288 whole entry, looked up): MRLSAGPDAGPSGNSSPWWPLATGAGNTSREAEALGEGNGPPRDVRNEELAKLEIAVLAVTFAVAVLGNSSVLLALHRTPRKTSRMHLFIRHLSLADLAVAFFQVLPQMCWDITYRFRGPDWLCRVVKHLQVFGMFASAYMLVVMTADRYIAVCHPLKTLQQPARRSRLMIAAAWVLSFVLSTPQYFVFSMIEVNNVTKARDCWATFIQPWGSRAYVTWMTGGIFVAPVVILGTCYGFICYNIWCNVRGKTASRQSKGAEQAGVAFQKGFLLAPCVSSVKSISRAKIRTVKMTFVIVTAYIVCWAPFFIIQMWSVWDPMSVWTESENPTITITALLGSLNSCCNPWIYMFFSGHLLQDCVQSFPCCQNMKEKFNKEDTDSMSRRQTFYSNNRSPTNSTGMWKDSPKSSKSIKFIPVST
MEKK2mut PB1 HTS: signal of MEK5 binding to mutant human MEKK2 PB1 domain; bead flow cytometry, Alexa488-MEK5 binding to MEKK2 mutant; percent response, % at 10 µM; 290,000 tested, 0.35% active; AID 1530; in the data active means percent response above about 24%, passing the limit was not always enough; further: inactives centre near 1; some results filed as inactive read as strong as hits
GalR3 antagonist: blocks the human galanin receptor 3; O60755; HEK293 GalR3-CNG cAMP membrane potential fluorescence; galR3 body fused to GalR1 C-terminus; inhibition, % at 3 µM; 360,000 tested, 0.44% active; AID 651719;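 active means inhibition above the screen-wide average plus 3 SD, cut at about 13% in these data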;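 further: forskolin and galanin both at EC90 stimulate the cells; cAMP rise reported by CNG channel membrane potential dye signal; 0% = forskolin plus galanin with DMSO and 100% = forskolin alone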
Target sequence (O60755 1-299 limits assumed): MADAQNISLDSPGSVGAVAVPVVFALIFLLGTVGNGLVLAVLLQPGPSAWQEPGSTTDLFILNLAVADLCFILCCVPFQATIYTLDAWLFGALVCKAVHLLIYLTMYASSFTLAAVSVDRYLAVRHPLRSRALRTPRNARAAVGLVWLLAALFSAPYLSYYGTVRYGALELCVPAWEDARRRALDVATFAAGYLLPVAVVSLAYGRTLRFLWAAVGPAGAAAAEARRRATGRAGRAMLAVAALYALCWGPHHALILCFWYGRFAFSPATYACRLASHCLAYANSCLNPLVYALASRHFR
M18AAP inhibitor: PfM18AAP enzyme inhibition; recombinant PfM18AAP, H-Glu-NHMec fluorogenic cleavage; inhibition, % at 7.35 µM; 290,000 tested, 1.2% active;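 active means inhibition above the campaign mean inhibition over all tested compounds plus 3 SD, cut at about 28% in these data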;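 further: 0% = plate median of test compound wells and 100% = 2 mM ZnCl2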
OXTR ag: activates the human oxytocin receptor; activation, % at 3 µM; CHO-OTR cells, Fluo-8 calcium fluorescence; normalized: DMSO 0%, oxytocin 100%; P30559; 320,000 tested, 0.32% active;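 active means activation above the mean of all tested compounds plus 3 SD, cutoff set per screening run, cut at about 20% in these data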;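 further: peak over basal fluorescence ratio from a 100 s FLIPR kinetic read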
NALP1 inh: NALP1 inhibition | inhibition, % at 10 µM | S. cerevisiae NALP1/ASC/caspase-1 growth, X-gal OD620, 72 h | AID 2071 | 280,000 tested, 0.61% active; in the data active means inhibition mostly above about 24%, no sharp cut-off; inactive means mostly below about 32%; further: some compounds called inactive have numbers as strong as hits
Numbers without * were called inactive; nt = not tested or not shown.

Start of the listing, in advance (6 entries):
Values run as follows: MEKK2wt PB1 HTS, OXTR potentiate, GPR7 antag, V1aR counter, MEKK2mut PB1 HTS, GalR3 antagonist, M18AAP inhibitor, OXTR ag, NALP1 inh
Cc1cccc(N2C(=O)CC(N3CCC(c4nc5ccccc5[nH]4)CC3)C2=O)c1 (configuration not stated)
  103, -11, 2, -0.5, 1, -4, -119, -2.0, 12
CN(CC(=O)Nc1ccc(N2CCOCC2)cc1)C(=O)C1CCCC1
  95, -15, -4, 1.0, -2, -2, -1, 0.4, -16
Cn1c(=O)[nH]c(=O)c2c1nc(N/N=C/c1cccnc1)n2Cc1ccc(Cl)cc1
  97, 2, -5, 0.1, -24, -3, 1, -0.3, nt
Cc1cccc(CCNS(=O)(=O)c2cnc[nH]2)c1
  104, -9, -1, 0.3, 7, 0, 1, -0.9, 9
O=C(NCCN1CCOCC1)C1CC(=O)N(c2ccc(F)cc2)C1 (configuration not stated)
  102, -3, -6, 0.9, 4, 6, 0, 0.4, 6
CCC(CC)COC(=O)C(C#N)c1nc2ccccc2nc1N1CCOCC1 (configuration not stated)
  94, 1, -9, 1.4, -1, -6, 0, -0.1, -18

This part in full, from the start:
Values run as follows: MEKK2wt PB1 HTS, OXTR potentiate, GPR7 antag, V1aR counter, MEKK2mut PB1 HTS, GalR3 antagonist, M18AAP inhibitor, OXTR ag, NALP1 inh
Cc1cccc(N2C(=O)CC(N3CCC(c4nc5ccccc5[nH]4)CC3)C2=O)c1 (configuration not stated)
  103, -11, 2, -0.5, 1, -4, -119, -2.0, 12
CN(CC(=O)Nc1ccc(N2CCOCC2)cc1)C(=O)C1CCCC1
  95, -15, -4, 1.0, -2, -2, -1, 0.4, -16
Cn1c(=O)[nH]c(=O)c2c1nc(N/N=C/c1cccnc1)n2Cc1ccc(Cl)cc1
  97, 2, -5, 0.1, -24, -3, 1, -0.3, nt
Cc1cccc(CCNS(=O)(=O)c2cnc[nH]2)c1
  104, -9, -1, 0.3, 7, 0, 1, -0.9, 9
O=C(NCCN1CCOCC1)C1CC(=O)N(c2ccc(F)cc2)C1 (configuration not stated)
  102, -3, -6, 0.9, 4, 6, 0, 0.4, 6
CCC(CC)COC(=O)C(C#N)c1nc2ccccc2nc1N1CCOCC1 (configuration not stated)
  94, 1, -9, 1.4, -1, -6, 0, -0.1, -18
Cc1cc(C)c2sc(N(CCN(C)C)C(=O)c3c(F)cccc3F)nc2c1
  106, -3, -3, 1.7, -1, -8, 1, 3.3, -4
CCN1C(=O)CC(c2ccco2)Sc2ccccc21 (configuration not stated)
  98, 0, 1, -0.6, 3, -7, 4, -2.2, 4
CC1CCN(C(=O)C2CCN(S(=O)(=O)N3CCC4(CC3)OCCO4)CC2)CC1
  100, 1, 1, 1.0, 3, -6, -7, 0.5, -5
Cc1cc(C)nc(NC(=NCCc2c[nH]c3ccccc23)NC(=O)c2ccco2)n1
  98, -17, -7, 1.9, 6, -1, -1, -0.7, -4
Cc1sc(/N=C/c2c(O)ccc3ccccc23)c(C#N)c1C
  nt, -10, -2, 0.4, nt, nt, 10, 0.3, -8
Cn1nnnc1SCC(=O)c1ccc2c(c1)OCCO2
  99, -16, -1, 0.3, 3, -2, -1, -0.1, 0
Cn1nc(-c2ccc(Cl)cc2)c2cc(C(=O)N3CCN(C(=O)c4ccco4)CC3)sc21
  109, 5, 1, 1.7, 3, 2, -22, 0.1, 2
CC1(C)CC(=O)C2=C(C1)N(c1ccccc1)C(N)=C(C#N)C2c1ccccc1 (configuration not stated)
  109, 9, -6, 0.6, 3, -14, -3, -1.6, -2
Cc1ccc(S(=O)(=O)N2CCN(S(=O)(=O)N3CCOCC3)CC2)cc1
  106, -2, -2, 0.8, 6, -3, 3, -0.2, 0
Cc1ccc(S(=O)(=O)/N=C(/Nc2ccc([N+](=O)[O-])cc2)c2ccccc2)cc1
  99, -7, -2, 1.9, -3, -9, -1, -0.9, 24
Cc1ccccc1OCc1nnc(SCC(=O)Nc2c(C)n(C)n(-c3ccccc3)c2=O)n1-c1ccccc1
  103, 4, -7, -0.1, -1, 1, 3, -0.4, 1
CCN(CC)CCn1c(=S)[nH]c2cc(C(=O)N3CC(C)CC(C)C3)ccc2c1=O (configuration not stated)
  103, -7, -12, 0.2, -1, 5, -4, 0.1, -20
C=CC[n+]1c(-c2ccc(C)cc2)csc1Nc1c(C)n(C)n(-c2ccccc2)c1=O
  87, -2, 2, 0.0, -2, -3, -6, -3.4, -3
CCOC(=O)Cc1nnc(Nc2cccc(C)c2)c2ccccc12
  96, 4, -2, -0.1, 0, -1, 6, -2.6, nt
O=C(CSc1ncn[nH]1)c1cccc([N+](=O)[O-])c1
  105, -12, -9, -0.3, 1, -6, 43*, -0.4, 31
O=C(c1ccccc1Cl)N1CCN(c2ccccn2)CC1
  nt, -11, -9, 2.0, nt, -7, 1, 0.1, 4
O=S(=O)(Nc1ccccn1)c1ccc(C2CCCCC2)cc1
  99, -11, 0, 3.6, 4, -2, -5, 5.4, 2
OC1CSc2nc3ccccc3n2C1 (configuration not stated)
  83, -14, 1, -0.3, -14, -2, -3, -0.5, 11
CCn1c(SCC(=O)NNC(=O)c2ccc(C)cc2)nnc1C(C)C
  95, -7, 2, -0.3, -2, -9, 3, 0.4, 12
O=C(O/N=C/c1ccc(Cl)cc1)C1CCCCC1
  101, -5, 6, -0.6, 3, 2, 3, -1.3, 6
CCc1nnc(SCc2ccc(C(=O)OC)o2)n1N
  106, -7, -1, -0.4, 11, -1, 4, -0.5, 21
COc1ccc(S(=O)(=O)N2CCOCC2)cc1C(=O)N(C)Cc1ccccc1F
  nt, 0, nt, -0.1, nt, -3, nt, -0.8, nt
CC(=O)Nc1ccc(S(=O)(=O)N(C)c2ccc(OCC(=O)OCC(=O)NCc3ccco3)cc2)cc1
  95, -4, -5, 0.8, -1, -7, 2, -0.3, nt
Cc1nn(-c2cc(Cl)ccc2Cl)c(C)c1C(=O)O
  107, -5, -13, 0.7, 2, -7, 2, -0.6, 3
CSc1ncc(CN2CCN(C3CCCC3)C(CCO)C2)cn1 (configuration not stated)
  99, 0, -15, 0.3, 3, 5, 5, 0.8, -6
CCOc1cc(C(=O)N(C)Cc2cc3ccccc3[nH]c2=O)cc(OCC)c1OCC
  100, -8, -4, -0.9, 14, -3, 5, -2.2, 29
COc1ccccc1C/C(N)=N/O
  102, 1, -3, 0.0, -2, 0, 2, -0.2, 9
CC(=O)Nc1cccc(C(=O)NCCc2ccco2)c1
  99, 1, -17, 0.7, 2, -1, -8, -0.2, 10
COc1cccc(S(=O)(=O)NCc2ccc(C(=O)N3CCN(C)CC3)cc2)c1
  101, nt, -8, nt, 0, -3, -6, nt, 16
O=C1CSC(c2cccnc2)N1c1ccc(Cl)cc1 (configuration not stated)
  97, -15, 4, 0.0, 2, -9, 0, -0.4, 13
CC(C)(C)c1ccc(-c2n[nH]c(=S)n2-c2ccccc2)cc1
  106, -3, -8, -1.1, 8, -8, 2, -2.6, -9
NC(=O)C1CCN(C(=O)C2CCN(S(=O)(=O)c3ccccc3)CC2)CC1
  109, -4, -3, 0.3, 9, nt, -6, -0.5, -7
COc1ccc(CN2CCN(Cc3ccccc3F)CC2)cc1OC
  107, -6, -14, 1.4, 5, -8, 7, -0.2, 7
COc1ccccc1-c1nnc(SCc2nc3ccccc3s2)n1C
  100, -8, 3, 0.4, 3, -8, 6, 1.4, -4
C=C(C)CNC(=S)NNC(=O)c1ccco1
  100, -8, 1, -0.2, 1, -1, 0, -0.3, -3
COc1ccc(OCC(=O)N/N=C(\C)CC(=O)Nc2ccc(OC)cc2[N+](=O)[O-])cc1
  99, -7, -11, -1.7, -2, -5, 8, -1.3, 7
S=C(NCc1ccc(Cl)cc1)NCc1ccccn1
  96, -8, -14, 13, -6, -5, 2, 4.6, 6
Cc1ccc(Nc2nc(N)c([N+](=O)[O-])c(N3CCCC(C)C3)n2)cc1C (configuration not stated)
  113, 1, -5, -0.8, 16, -3, -12, -0.3, 22
O=C(NCCCN1CCOCC1)c1onc(CSc2ccncc2)c1C(=O)NCCCN1CCOCC1
  101, -5, nt, -0.6, 1, -7, nt, -0.1, nt

Profiles as entered above. Values in the order: MEKK2wt PB1 HTS | OXTR potentiate | GPR7 antag | V1aR counter | MEKK2mut PB1 HTS | GalR3 antagonist | M18AAP inhibitor | OXTR ag | NALP1 inh
Cc1ccccc1OCc1nnc(SCC(=O)Nc2c(C)n(C)n(-c3ccccc3)c2=O)n1-c1ccccc1 as listed: 103 | 4 | -7 | -0.1 | -1 | 1 | 3 | -0.4 | 1
CC(=O)Nc1cccc(C(=O)NCCc2ccco2)c1 as listed: 99 | 1 | -17 | 0.7 | 2 | -1 | -8 | -0.2 | 10
O=C(CSc1ncn[nH]1)c1cccc([N+](=O)[O-])c1 as listed: 105 | -12 | -9 | -0.3 | 1 | -6 | 43* | -0.4 | 31
COc1ccccc1C/C(N)=N/O as listed: 102 | 1 | -3 | 0.0 | -2 | 0 | 2 | -0.2 | 9
COc1ccc(S(=O)(=O)N2CCOCC2)cc1C(=O)N(C)Cc1ccccc1F as listed: nt | 0 | nt | -0.1 | nt | -3 | nt | -0.8 | nt

Remaining list, next part
Values run as follows: MEKK2wt PB1 HTS, OXTR potentiate, GPR7 antag, V1aR counter, MEKK2mut PB1 HTS, GalR3 antagonist, M18AAP inhibitor, OXTR ag, NALP1 inh
N/C(=N\OC(=O)c1ccc([N+](=O)[O-])cc1)c1ccccn1
  99, -11, -18, 0.0, -10, -5, -14, 0.0, 23
O=C(NCCc1nc2ccccc2[nH]1)/C(=C/c1ccco1)NC(=O)c1ccc(Br)cc1
  110, -4, -9, 0.1, 12, -4, -5, -0.8, 15
COc1ccc(S(=O)(=O)NNC(=O)c2ccc([N+](=O)[O-])cc2)cc1
  103, -17, 6, 0.5, 0, -9, 19, -0.8, 14
Cc1ccc(C(=O)c2nocc2C(=O)c2cccs2)cc1
  104, -6, -5, 0.0, 5, -3, -2, -0.1, 25
CCOc1ccc2ccccc2c1CNCCc1ccc(S(N)(=O)=O)cc1
  112, nt, -4, nt, 17, -16, -8, nt, 18
CCc1ccc(CNC(=O)CN2C(=O)COc3ccccc32)cc1
  100, -9, 4, 4.6, -2, -1, -4, 3.4, 12
S=C(NCCN1CCCCC1)Nc1ccc(Br)cc1
  89, -5, 38*, 3.8, -5, -8, 2, 1.2, nt
CCS(=O)(=O)N1CCC(C(=O)NCC2CCCO2)CC1 (configuration not stated)
  nt, -1, -11, 0.9, nt, -4, -1, 0.9, 6
C[C@H](CO)N1C[C@H](C)[C@@H](CN(C)S(=O)(=O)c2cccs2)Oc2c(NC(=O)NC3CCCCC3)cccc2C1=O
  nt, -6, nt, 0.1, nt, 1, nt, -0.3, nt
CCOC(=O)C(NS(=O)(=O)c1ccc(C)cc1)(C(F)(F)F)P(=O)(OCC(C)C)OCC(C)C (configuration not stated)
  105, -2, -5, 0.8, 2, 2, -6, -1.7, 32
NS(=O)(=O)c1ccc(NC(=O)c2cc(-c3cccs3)nc3ccccc23)cc1
  100, -7, -4, 0.8, 0, 0, -1, 1.7, 27

Bioassay records deposited in PubChem by several laboratories.
